Screens (PubChem)
MBNL1 CUG block: inhibitors of human MBNL1 binding to CUG repeat RNA; Q9NR56; TR-FRET MBNL1-His/biotin-(CUG)12 binding, 665/545 ratio; Potency, µM (top dose mostly 57.5 µM), for the others: at the top dose activity change, negative = inhibition, actives largely listed as inhibitors; actives 0.036% (n = 280,000); AID 2675; active = well fitted inhibition curve with a large enough effect in the signal ratio, with a control signal flat, not every such curve was filed as active; inconclusive = small, poorly fitted or top-dose-only effect, or effect the other way, or a change in a side signal; inactive = no such curve, though single readings can be large or run the other way; the % refers to the signal ratio; also: potency is read from the fitted curve at half-maximal effect; % is scaled to controls: 0 for no effect and ±100 for the full control effect
Target sequence (Q9NR56 whole entry, looked up): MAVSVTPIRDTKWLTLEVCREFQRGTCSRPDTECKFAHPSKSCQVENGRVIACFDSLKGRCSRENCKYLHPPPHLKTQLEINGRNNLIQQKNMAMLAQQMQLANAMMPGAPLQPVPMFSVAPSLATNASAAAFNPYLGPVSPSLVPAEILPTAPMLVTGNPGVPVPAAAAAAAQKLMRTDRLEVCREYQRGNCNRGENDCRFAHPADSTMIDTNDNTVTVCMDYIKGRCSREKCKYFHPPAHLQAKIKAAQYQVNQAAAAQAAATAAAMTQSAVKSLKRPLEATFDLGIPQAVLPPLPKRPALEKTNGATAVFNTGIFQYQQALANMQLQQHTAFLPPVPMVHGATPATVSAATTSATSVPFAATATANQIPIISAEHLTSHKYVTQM
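Compounds (final 92 nM to 58 uM) are added to His-tagged MBNL1 and biotin-(CUG)12, then terbium anti-His antibody and streptavidin-XL665 (5 nM final). After 60 min at room temperature, the 665/545 nm ratio is read.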
Rab9 promoter act: activators of Rab9 promoter; Potency, µM (highest dose often 9.22 µM), for inactives: top-dose activation, negative = inhibition, actives largely listed as activators; actives 2.8% (n = 320,000); Huh7 Rab9 promoter-luciferase reporter, luminescence, 24 h; also: potency is read from the fitted curve at half-maximal effect; % of control where 0% means no effect; nearly all actives have a fitted effect of over 60% in size
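Huh7 reporter line, Rab9 promoter upstream of luciferase. Compound exposure 24 h at 37 °C in reduced-serum medium with 10% FBS. Read-out: luminescence.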
RORgamma inh: ROR gamma (mouse) transcription inhibition; P51450; Drosophila S2 Gal4-RORgamma UAS-luciferase reporter, 20 h; Potency, µM (highest dose often 53.6 µM), inactives show top-dose activity change, negative = inhibition, usual class: inhibitors; actives 5.4% (n = 310,000); AID 2551; also: potency is read from the fitted curve at half-maximal effect; % is scaled to controls: 0 for no effect and ±100 for the full control effect; nearly all actives have a fitted effect of over 60% in size
Target sequence (P51450 whole entry, looked up, the tested form may be a part): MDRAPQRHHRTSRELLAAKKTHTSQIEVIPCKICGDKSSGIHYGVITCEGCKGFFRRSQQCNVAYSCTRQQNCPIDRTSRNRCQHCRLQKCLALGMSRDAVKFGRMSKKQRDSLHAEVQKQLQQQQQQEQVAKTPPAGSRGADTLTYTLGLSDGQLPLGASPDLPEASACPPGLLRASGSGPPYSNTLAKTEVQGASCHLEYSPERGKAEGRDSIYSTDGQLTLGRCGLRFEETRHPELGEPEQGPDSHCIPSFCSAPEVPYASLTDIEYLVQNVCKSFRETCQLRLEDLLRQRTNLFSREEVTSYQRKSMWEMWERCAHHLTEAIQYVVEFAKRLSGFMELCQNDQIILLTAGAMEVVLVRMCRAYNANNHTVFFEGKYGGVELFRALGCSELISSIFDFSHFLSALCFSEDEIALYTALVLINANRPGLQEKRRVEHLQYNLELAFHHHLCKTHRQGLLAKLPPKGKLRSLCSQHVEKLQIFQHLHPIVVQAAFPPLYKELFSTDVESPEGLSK
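Stably transfected Drosophila Schneider cells are the test system, with ROR gamma fused to Gal4 and luciferase under UAS control; luminescence is read after 20 hr of 700 uM copper sulfate induction at ambient temperature.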
FLuc counter: firefly luciferase modulation, counter-screen for miR-21 project; AID 588342; P08659; purified FLuc, Km substrates, luminescence inhibition; Potency, µM (highest dose often 57.5 µM), for inactives: at the top dose activity change, negative = inhibition, most hits filed as inhibitors; actives 6.9% (n = 360,000);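 also: potency is read from the fitted curve at half-maximal effect; plate controls were vehicle for no effect and reference inhibitor for full effect; nearly all actives have a fitted effect of over 55% in size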
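Purified P. pyralis luciferase, 10 nM final, with Km-level 10 uM D-luciferin and 10 uM ATP in 50 mM Tris acetate pH 7.5, 10 mM Mg acetate, 0.01% Tween-20, 0.05% BSA; 6-point qHTS titration about 60 µM downward; luminescence read.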
ELG1 DNA repair: ELG1-dependent DNA repair inhibition; HEK293T ELG1-luciferase reporter, luminescence, 16 h; DNA damage induced by 5-fluorouridine; Potency, µM (highest dose often 46.1 µM), without a hit: at the highest dose activity change, negative = inhibition, usual class: inhibitors; actives 2.3% (n = 330,000); also: potency is read from the fitted curve at half-maximal effect; % is scaled to controls: 0 for no effect and ±100 for the full control effect; nearly all actives have a fitted effect of over 55% in size
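In this reporter screen, reduction of luminescence relative to DMSO vehicle indicated activity. Compounds and 5-fluorouridine were added together to 2,000 cells per well, incubated for 16 hr at 37 °C, then developed with ONE-Glo.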
KCNH2 3.1 block: inhibitors of human KCNH2 3.1 potassium channel isoform; U2OS KCNH2 3.1, thallium flux FluxOr; stronger effect = lower value; actives 0.95% (n = 340,000); AID 720553; activity change, % (tested at about 1.8 µM);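 active = maximum activity change below -70%; inconclusive = maximum activity change from -70% to -50%; inactive = maximum activity change above -50%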;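 also: thallium influx rate constant from kinetic fluorescence after stimulation buffer; % is scaled to controls: 0 for no effect and ±100 for the full control effect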
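Thallium flux read-out: FluxOr dye with Red40 quencher in HBSS/HEPES, 45 min at RT. Rate constants from kinetic reads were normalized to positive and negative DMSO controls. Cells: U2OS virally expressing the 3.1 isoform.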
NPC1 prom act: activates the NPC1 promoter. Huh7 NPC1 promoter luciferase reporter, 24 h. AID 485313. actives 2.4% (n = 320,000). Potency, µM (top dose mostly 9.22 µM), without a hit: at the highest dose activation, hits mostly activators;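 also: potency is read from the fitted curve at half-maximal effect; % of control where 0% means no effect; nearly all actives have a fitted effect of over 60% in size; reporter is driven by a mutant NPC1 promoter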
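Luciferase expression driven by the NPC1 promoter was measured in stably transfected Huh7 cells after a 24 h compound incubation, using a luciferase reagent and a luminescence read.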
Gal4-VP16 FLuc: Gal4-VP16 reporter inhibition counter-screen. Drosophila S2 Gal4-VP16 UAS-luciferase, luminescence, 20 h. Potency, µM (titrated, usually from 53.6 µM), for inactives: at the top dose activity, negative = inhibition, hits mostly inhibitors. actives 3.5% (n = 310,000). AID 2546;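 also: Gal4-VP16 expression switched on by copper sulfate through the metallothionein promoter; potency is read from the fitted curve at half-maximal effect; % is scaled to controls: 0 for no effect and ±100 for the full control effect; nearly all actives have a fitted effect of over 50% in size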
Menin MLL FP TR: inhibitors of human menin-MLL interaction, mutant MLL peptide | Potency, µM (titrated, usually from 61.6 µM), without a hit: at the highest dose FP activity change, negative = inhibition, most hits filed as inhibitors | AID 1768 | actives 0.23% (n = 270,000) | O00255 | Menin + Texas Red MLL mutant peptide, fluorescence polarization; active = well fitted inhibition curve with a large enough effect in the polarisation, with a control signal flat, not every such curve was filed as active; inconclusive = small, poorly fitted or top-dose-only effect, or effect the other way, or a change in a side signal; inactive = no such curve, though single readings can be large or run the other way; the % refers to the polarisation; also: potency is read from the fitted curve at half-maximal effect; % of control where 0% means no effect; many of its hits are not listed in these tables
PKM2 act: increases activity of human pyruvate kinase M2; P14618; purified PKM2, Kinase-Glo ATP luminescence, activation; response scale: 0% is enzyme alone, no compound; Potency, µM (series often up to 57.5 µM), without a hit: at the top dose activation, usual class: activators; actives 0.34% (n = 260,000); also: potency is read from the fitted curve at half-maximal effect; % is scaled to controls: 0 for no effect and ±100 for the full control effect; nearly all actives have a fitted effect of over 55% in size
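Kinase-Glo luminescence reports ATP generated from ADP (0.1 mM) and PEP (0.5 mM) by purified hPK-M2 after 1 h at room temperature, pH 7.2 imidazole buffer; intermediate enzyme activity allows detecting inhibitors and activators.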
Mito fusion act: blocks mitochondrial division or promotes mitochondrial fusion; actives 0.23% (n = 320,000); S. cerevisiae fusion-defective mutant growth rescue, CellTiterGlo 48 h; Potency, µM (doses to about 46.1 µM), inactives show top-dose growth rescue (activation), hits mostly activators;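 also: potency is read from the fitted curve at half-maximal effect; % of control where 0% means no effect; nearly all actives have a fitted effect of over 45% in size; temperature-sensitive fusion mutants such as fzo1-1 at 37 °C on non-fermentable ethanol glycerol medium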
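Read-out: ATP-based luminescence (CellTiterGlo, 10 min ambient) reporting growth of fusion-defective ts yeast after 48 hours at 37C on glycerol/ethanol YPEG medium in the presence of compound.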
* hit, by the source's call; ? = inconclusive; nt = no result given; [ ] = another dose, or the depositor's remark. Unless noted, calls follow the shape of the dose curve; as a rule, active = well fitted curve in the direction sought with a large enough effect; inconclusive = small, poorly fitted or top-dose-only effect, or another doubt; inactive = no such curve, though single readings can be large; an effect the other way counts as inactive or inconclusive. Some of the compounds tested; rates above refer to the full screens.

SMILES	MBNL1 CUG block	Rab9 promoter act	RORgamma inh	FLuc counter	ELG1 DNA repair	KCNH2 3.1 block	NPC1 prom act	Gal4-VP16 FLuc	Menin MLL FP TR	PKM2 act	Mito fusion act
COC(=O)c1ccc(NC(=O)CC2C(=O)N(C)C(=S)N2Cc2ccc(S(N)(=O)=O)cc2)cc1 (stereo not given)	?	2%	29%	-3%	?	-5	-3%	5%	nt	9%	2%
COc1ccc2cc(C(=O)C3CCCN(C(=O)c4cnccn4)C3)ccc2c1 (stereo not given)	11%	-9%	21%	-14%	-3%	16	-1%	-8%	nt	-7%	-4%
COc1ccc(CC(=O)Nc2ccc(NC(=O)c3ccccc3F)cc2)cc1	12%	-3%	-1%	1%	?	-10	-5%	1%	9%	-10%	-2%
COc1cc(C(=O)Oc2cccc(Nc3ncnc4ccccc34)c2)cc(OC)c1OC	-5%	-14%	33%	?	2.9µM*	3	-10%	?	10%	1%	-5%
Cc1ccccc1NC1c2ccccc2C(=O)N1Cc1ccco1 (stereo not given)	-3%	5%	-1%	-5%	2%	24	-1%	?	-8%	20%	7%
O=C(/C=C/Nc1ccc(S(=O)(=O)Nc2ncccn2)cc1)c1ccc2ccccc2c1	nt	2%	0%	?	?	-8	12%	-3%	nt	5%	-3%
Cc1[nH][nH]c(=O)c1[C@@H](c1ccccc1[N+](=O)[O-])C(C#N)C#N	nt	0%	-1%	0%	12%	8	-1%	1%	nt	22%	-1%
COCCCNC(=S)Nc1cc2oc3ccccc3c2cc1OC	-3%	-9%	5.6µM*	?	-6%	-9	-24%	7.1µM*	?	-2%	-4%
Cn1ncc(Br)c1C(=O)N1CCc2ccccc21	-6%[11.5 µM]	-3%	-13%	1%	4%	-15	-3%	-1%	20%	-1%	2%
COc1ccc(-c2cc(-c3nnc(COC(=O)C4CC4)o3)c3ccccc3n2)cc1OC	?	-3%	1%	?	7.3µM*	-1	-2%	-16%	20%	-13%	3%
COC(=O)c1sccc1NC(=S)Nc1cc(C)ccc1OC	1%	0%	8.9µM*	-1%	-2%	3	-1%	16µM*	4%	2%	1%
COc1cc2ncnc(NCc3cccs3)c2cc1OC	5%	-1%	0%	4%	-2%	-4	-10%	2%[10 µM]	1%	0%	0%
CCNC(=O)c1c(N)sc2c1CCCCC2	1%	2%	2%	?	-3%	nt	-1%	13%	-8%	1%	-2%
CCc1[nH]nc(C(=O)NC2CCCN(Cc3ccccc3F)C2)c1C (stereo not given)	6%	-8%	-19%	-3%	13%	-11	0%	-15%	nt	nt	-4%
NC(=O)COc1ccc(NC(=O)c2ccccc2-c2ccccc2)cc1	-2%	-4%	4%	1%	-2%	25	-10%	6%	5%	1%	-7%
COc1cc(CNn2cn[nH]c2=S)cc(Cl)c1OCc1ccc(F)cc1	-1%	-4%	7.1µM*	-2%	-7%	-6	-5%	4µM*	4%	3%	18%
O=C(NCC1(c2ccccc2)CCCC1)c1ccccc1	nt	-2%	34%	-2%	0%	15	8%	-9%	0%	9%	21%
CCn1c(SCC(=O)NCCCN2CCCC2=O)nnc1-c1cccc(C)c1	nt	0%	nt	10%	25%	-19	-2%	nt	nt	nt	3%
O=c1onc(-c2ccc(Cl)cc2Cl)n1-c1cccnc1	nt	-4%	8%	1%	14%	7	-6%	-8%	nt	-2%	0%
Cc1c2ccccc2cc[n+]1CCCS(=O)(=O)[O-]	18%	-4%	-14%	0%	12%	nt	-13%	-11%	-1%	1%	1%
C[C@]12CCC3C(CC=C4C[C@@H](O)CC[C@@]43C)C1CCC2[C@]1(C)CCC(=O)O1 (stereo not given in full)	0%	-2%	-25%	0%	4%	-4	1%	-19%	2%	0%	9%
COc1ccc(CNC(=O)CCCC(=O)Nc2cccc(Br)c2)cc1	-13%	3%	2%	4%	-18%	21	-1%	-1%	-7%	2%	2%
CC(=O)Nc1nonc1-c1nc2ccccc2n1CC1CC1	6%	-1%	-24%	-2%	-9%	-2	0%	10%	-28%	-2%	12%
O=C(COc1ncnc2cc([N+](=O)[O-])ccc12)NC1CCCCC1	?	-3%	1%	-1%	-10%	5	-2%	8%	nt	-37%	-4%

One compound at a time, from the list above. Order of screens: MBNL1 CUG block	Rab9 promoter act	RORgamma inh	FLuc counter	ELG1 DNA repair	KCNH2 3.1 block	NPC1 prom act	Gal4-VP16 FLuc	Menin MLL FP TR	PKM2 act	Mito fusion act
`CCn1c(SCC(=O)NCCCN2CCCC2=O)nnc1-c1cccc(C)c1` reads nt	0%	nt	10%	25%	-19	-2%	nt	nt	nt	3%
`O=C(NCC1(c2ccccc2)CCCC1)c1ccccc1` reads nt	-2%	34%	-2%	0%	15	8%	-9%	0%	9%	21%

Other records:
SMILES	MBNL1 CUG block	Rab9 promoter act	RORgamma inh	FLuc counter	ELG1 DNA repair	KCNH2 3.1 block	NPC1 prom act	Gal4-VP16 FLuc	Menin MLL FP TR	PKM2 act	Mito fusion act
CCOc1ccccc1N1CCN(c2ncnc3scc(-c4ccc(OC)cc4)c23)CC1	3%	7%	23%	-1%	15µM*	5	-3%	-1%	-9%	2%	1%
Cc1ccc2c(C)nc(N/C(N)=N/S(=O)(=O)c3ccc([N+](=O)[O-])cc3)nc2c1	?	1%	21%	5%	?	-26	1%	2%	11%	13%	18%
C[C@H]1CN=C2N(CCNC(=O)CCC3CCCCC3)[C@H](Cc3ccc(O)cc3)CN21	-4%	-4%	-7%	-1%	-5%	6	4%	-3%	-1%	-2%	-2%
CCC(Sc1nc(C)cc(=O)[nH]1)C(=O)Nc1nc(-c2ccccc2)cs1 (stereo not given)	0%	-1%	0%	2%	-1%	-6	-2%	13%	?	-4%	15%
O=C(Nc1cccc(S(=O)(=O)N2CCCCC2)c1)C1CC(=O)N(Cc2ccco2)C1 (stereo not given)	-4%	1%	?	1%	-6%	-1	0%	5%	?	-6%	-3%
Cc1cc(C)n2cc(CSc3ncccc3C(=O)O)nc2n1	14%	3%	-14%[10 µM]	0%	10%	0	1%	0%	-3%	-4%	0%
COc1ccc(-c2nnc(OCc3ccccc3)c3ccccc23)cc1	6%	-6%	22%	-2%	?	-16	1%	?	2%	2%	16%
COc1ccc(OC)c(NC(=O)Cn2c(CCC(=O)O)ccc2-c2cccs2)c1	12%	nt	-35%	4%	nt	2	nt	-9%	26%	3%	5%
O=C(O)c1ccc(N/N=C/c2cn(-c3ccccc3)nc2-c2cccs2)cc1	8%	0.45µM*	?	0.11µM*	?	-3	1.3µM*	?	?	1%	-1%
COc1ccc(C(=O)NC2CC3CCCC(C2)N3CC(C)C)cc1 (stereo not given)	-2%	-3%	-7%	0%	-7%	-5	9%	-6%	-3%	-1%[11.5 µM]	3%
O=C(O)/C=C/C(=O)N1CCN(C(=O)/C=C/C(=O)O)CC1	-6%	0%	-13%	4%	20%	2	2%	?	-12%	-2%	-2%
CC(=O)N1N=C(c2ccco2)CC1c1ccc(Br)cc1 (stereo not given)	16%	14%	14%	-11%	?	10	8%	21%	-2%	4%	0%
COc1ccc(-n2ncc3c2CC(C)(C)CC3NC(=O)c2ccc(OC)o2)cc1 (stereo not given)	-7%	-3%	9%	1%	3%	19	0%	-3%	-11%	1%	11%
CCn1c(SCC(=O)Nc2nc(C)c(C)s2)nc2cccnc21	13%	-1%	4%	-4%	?	nt	-3%	2%	-13%	-2%	-2%

Printed as active in Rab9 promoter act, of those listed so far:
SMILES	MBNL1 CUG block	Rab9 promoter act	RORgamma inh	NPC1 prom act	Menin MLL FP TR	PKM2 act	Mito fusion act
O=C(O)c1ccc(N/N=C/c2cn(-c3ccccc3)nc2-c2cccs2)cc1	8%	0.45µM*	?	1.3µM*	?	1%	-1%
